# Source: PubChem
# CHT PAM – CHT positive allosteric modulators, primary screen, cell-based, membrane potential dye, choline EC20; 310,000 tested, 0.49% active; B-score at 10 µM; High affinity choline transporter 1 (Homo sapiens), Q9GZV3; AID 488977, 2010; CHT-expressing cells; stronger effect = higher value; LV-AA mutant CHT in HEK293 cells;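 active means initial fluorescence not abnormally high and integrated response B-score, plate-corrected, over 3 SD above library mean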
# Target sequence (Q9GZV3 whole entry, looked up): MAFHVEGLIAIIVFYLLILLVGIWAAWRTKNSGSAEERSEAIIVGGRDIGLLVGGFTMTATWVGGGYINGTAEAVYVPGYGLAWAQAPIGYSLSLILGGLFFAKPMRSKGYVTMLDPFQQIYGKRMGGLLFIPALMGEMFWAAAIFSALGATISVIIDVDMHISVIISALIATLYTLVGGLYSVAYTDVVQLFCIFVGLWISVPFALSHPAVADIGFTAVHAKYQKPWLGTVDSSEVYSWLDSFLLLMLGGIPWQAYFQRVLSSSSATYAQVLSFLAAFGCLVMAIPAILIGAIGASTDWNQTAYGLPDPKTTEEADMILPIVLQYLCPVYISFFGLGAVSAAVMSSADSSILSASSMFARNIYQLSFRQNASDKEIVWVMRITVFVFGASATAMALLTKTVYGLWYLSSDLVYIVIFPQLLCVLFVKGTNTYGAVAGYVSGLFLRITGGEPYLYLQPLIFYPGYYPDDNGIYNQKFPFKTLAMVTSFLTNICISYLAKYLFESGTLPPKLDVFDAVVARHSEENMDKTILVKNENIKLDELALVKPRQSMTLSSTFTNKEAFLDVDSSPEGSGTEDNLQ
# CHT block – inhibitors of human choline transporter CHT. B-score at 10 µM. 310,000 tested, 0.86% active. CHT-expressing cells, membrane potential dye, choline response; stronger effect = lower value;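 active means B-score over 3 SD under the library average, and starting fluorescence ratio not unusually high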;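 further: choline stimulus applied at its EC90 after an EC20 pre-addition; B-score computed on integrated fluorescence ratio after choline addition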
# The depositor's hits bear a star; i = inactive.
Molecule	CHT PAM	CHT block
CC1Cc2nc(SCC(=O)NCC3CCCO3)n(C)c(=O)c2S1 (stereo unspecified)	i	i
CN(C)c1ccc(NC(=S)NC(=O)/C=C/c2ccco2)cc1	i	i
CCOC(=O)C1CCN(C(=S)NC2CCCC2)CC1	i	i
CCn1c(-c2ccc(F)cc2)cnc1SCC(=O)N1CCc2ccccc21	i	i
O=C(CCCC(=O)Nc1ccc(Br)cc1)N/N=C/c1ccccc1	i	i
Cc1nnc(SCC(=O)NC2CCCCC2C)s1 (stereo unspecified)	i	i
CN=C1S/C(=C\c2cc(C)n(-c3ccccc3F)c2C)C(=O)N1C	i	i
Cc1nn(C)c(Cl)c1CN1CCCC(CO)(Cc2ccccc2)C1 (stereo unspecified)	i	i
Cn1c(=O)c2c(nc(NCCCO)n2CCc2ccccc2)n(C)c1=O	i	i
CCOC(=O)Cn1cc(C(=O)c2ccco2)c2ccccc21	i	i
Cc1ccnc(NC(=O)c2cc(F)c(F)cc2Cl)n1	i	i
CCOc1cc(Br)cc(/C=C2\SC(=Nc3ccccc3)NC2=O)c1O	i	i
Cc1ccc2nc(-c3ccccc3)cc(C(=O)N3CC(C)OC(C)C3)c2c1 (stereo unspecified)	i	i
Cc1ccc(C(=O)c2ccccc2C(=O)OCC(=O)NC(=O)NC(C)(C)C)cc1	i	i
Cc1ccc[n+](CC(=O)Nc2c(Cl)cc(Cl)cc2Cl)c1	i	i
COC(=O)c1cc(C(=O)NC(C)(C)CC(C)(C)C)cc([N+](=O)[O-])c1	i	i
COCCNC(=O)CCc1c(C)nc2c(-c3ccc(F)cc3)c(C)nn2c1C	i	i
Cc1nc2cc(NC(=O)Nc3cccc(F)c3)ccc2n1C	i	i
COc1ccccc1Nc1ccc(NS(=O)(=O)c2ccc(C(C)=O)cc2)cc1	i	i
O=C(NC1CCSc2ccccc21)c1cc([N+](=O)[O-])ccc1N1CCOCC1 (stereo unspecified)	6.4*	i
CCOc1ccc(/C=N/NC(=O)C(C)Sc2ccccn2)cc1OCC (stereo unspecified)	i	i
COc1ccc(/C=N/NC(=O)c2cc3c(ccc4ccccc43)o2)cc1OC	i	i
CCOC(=O)COc1nc(-c2ccc(C)cc2)cc(-c2ccco2)c1C#N	i	i
N#CC[C@H](Cc1ccccc1)N1CC[C@@H](O)CCC1=O	i	i
CC(C)c1nc2oc3c(N(C)CCO)ncnc3c2c2c1CCC2	i	-5.7*
O=C(N=C1SC2CS(=O)(=O)CC2N1c1ccccc1)C1CCCCC1 (stereo unspecified)	i	i
Clc1ccc(-c2ccn[nH]2)cc1	i	i
O=C(N/N=C/c1cccnc1)c1cc(O)c(O)c(O)c1	i	i
COc1ccc(N=C2NC(=O)C(CO)(CO)S2)cc1	i	i
COc1ccc(OS(=O)(=O)c2ccc(N3C(=O)CCC3=O)cc2)cc1	i	i
O=C(O)CC(CC(=O)NCC(O)c1ccccc1)c1ccccc1 (stereo unspecified)	i	i
C=CCNc1nc(C)nc(OC)n1	i	i
Cc1cccc(N2C(=O)CSC2c2cccnc2)c1 (stereo unspecified)	i	i
CC(C)CN1CCC(=O)N([C@H](CSc2ccc(Br)cc2)c2ccccc2)CC1	i	i
Cc1nc(C(C)(C)O)n(-c2ccccc2)n1	i	i
Cc1cccc(N2C(=O)/C(=C/c3ccccn3)SC2=S)c1	i	i
CCC(C)(C)n1nnnc1C(C(C)C)N1CCSCC1 (stereo unspecified)	i	i
CCCCn1cnc2c(c(-c3ccccc3)c(-c3ccccc3)n2Cc2ccco2)c1=N	i	i
CCC(=O)NNc1cccc(Cl)n1	i	i
CC1CCCC(C)N1CCNC(=O)C1CCN(S(=O)(=O)N2CCCCC2)CC1 (stereo unspecified)	i	i
O=c1cc(C(F)(F)F)nc(-n2[nH]c3c(c2=O)CCCC3)[nH]1	i	i
COc1ccc(/C=C/C2=CCN(Cc3ccc(OC)cc3)CC2)cc1	i	i
COc1cc2[nH]c3c(N4CCC(C(N)=O)CC4)ncnc3c2cc1OC	i	i
NC(=O)c1ccccc1NS(=O)(=O)c1cccs1	i	i
COC(=O)c1c(NC(=O)c2ccc(N(C)S(=O)(=O)c3ccc(C)cc3)cc2)sc2c1CCCC2	i	i
CCc1ccc2nc3nc(C)cc(C)c3c(N)c2c1	i	i
CC(Oc1ccc(Cl)cc1Cl)c1nc(-c2ccc(NC(=O)c3ccco3)cc2)no1 (stereo unspecified)	i	i
O=C(O)CCCn1ccc2cc(S(=O)(=O)N3CCCC3)ccc21	i	i
CCCn1nnnc1NC(=O)c1ccc(C)cc1Cl	i	i
COc1ccc(C(=O)COC(=O)CNC(=O)c2cc(OC)cc(OC)c2)cc1	i	i
Cc1[nH]c2ccccc2c1C(c1ccncc1)N1CCN(c2ccccn2)CC1 (stereo unspecified)	i	i
CN(C)CCNC(=O)C1CCN(S(=O)(=O)c2ccc3ccccc3c2)CC1	i	i
CCCOc1ccc(-c2c(C(=O)N/N=C/c3ccc(C)cc3)nnn2-c2nonc2N)cc1	i	i
Cc1ccccc1N/N=C/c1ccc(C#N)cc1	i	i
COc1ccc(C(=O)NCC(=O)NCC(c2ccco2)N(C)C)cc1OC (stereo unspecified)	i	i
CC1(C(=O)N2CCN(c3ccc([N+](=O)[O-])cc3)CC2)CC1(Cl)Cl (stereo unspecified)	i	i
O=C(CSc1nnc(NC(=O)c2ccccc2F)s1)NCc1ccc(F)cc1	i	i
Cn1c(=O)c2sccc2n2c(CCCC(=O)NCCc3ccccc3)nnc12	i	i
O=C(CCN1C(=O)c2ccccc2C1=O)C1=NN[C@@H]2C(=O)N(c3cccc(Cl)c3)C(=O)[C@H]12	i	i
Cc1c(Cl)c(C(=O)Nc2nc3ccccc3n2CCN2CCCCC2)nn1C	9.7*	i

# The list continues.
Molecule	CHT PAM	CHT block
CC(=O)Nc1ccc(NC(=O)Oc2ccccc2)cc1	i	i
Clc1nccnc1-c1ccccc1	i	i
CC(=O)Nc1ccc(NC(=O)c2ccc(Cn3cc(Cl)cn3)cc2)cc1	i	i
Cc1cccc(N2CCN(C(=O)C3CCCN(S(=O)(=O)c4cnc[nH]4)C3)CC2C)c1 (stereo unspecified)	i	i
CCc1ccc(Nc2nnc(SCC(=O)Nc3cccnc3Cl)s2)cc1	i	i
COc1ccc(C2(C)CC(C)(C)Nc3ccccc32)cc1 (stereo unspecified)	i	i
COc1ccc(/C=C/C(=O)N2CCN(C)CC2)cc1S(=O)(=O)N1CCCCC1	i	i
Cc1cc(N)n(-c2ccc(C)c(C)c2)n1	i	i
O=C(Cc1ccccc1)Nc1ccc(Cl)cn1	i	i
Cc1ccc(-c2csc(N)n2)s1	i	i
O=C(CSCc1ccc(Cl)cc1Cl)Nc1ccc(O)cc1C(=O)O	i	i
COc1cc(NC(=O)c2cccnc2)ccc1-c1cc2ccccc2oc1=O	i	i
CC1CC(C)CN(S(=O)(=O)c2ccc(C(=O)NN3CCOCC3)cc2)C1 (stereo unspecified)	i	i
Cc1ccc(-c2cc(C(=O)N3CC4(C)CC3CC(C)(C)C4)no2)cc1 (stereo unspecified)	i	i
O=C(Nc1ccc(Nc2ccccc2)cc1)c1ccc(Cl)cc1[N+](=O)[O-]	i	i

# The list continues.
canonical_smiles | CHT PAM | CHT block
CC(=O)Nc1ccc(NC(=O)/C(Cl)=C/c2ccccc2)cc1 | i | i
O=C(Nc1ccc(F)cc1)OCCN1CCN(Cc2ccccc2)CCC1=O | i | i
NC(=O)C1CCN(C(=O)c2ccc3c(c2)S(=O)(=O)c2ccccc2C3=O)CC1 | i | i
O=C(/C=C\c1ccccc1)Nc1nccs1 | i | i
CCC(=O)Oc1c(C(=O)CC)cc2c(C)cc(=O)oc2c1C | i | i
COc1ccc(/C=C/C(=O)NCC(=O)N/N=C/c2cc(Br)ccc2OC)cc1 | i | i
Cc1cc(C)n2nc(CNS(=O)(=O)c3c(F)c(F)c(F)c(F)c3F)nc2n1 | i | i
COc1ccc(NC(=O)CCCN2C(=O)C3C4C=CC(C4)C3C2=O)c(OC)c1 (stereo unspecified) | i | i
O=C(Cc1c(Cl)cccc1Cl)Nc1ccncc1Cl | i | i
Cc1ccc(NC(=O)N2CCN(c3ccccn3)CC2)cc1 | i | i
Cc1ccc(CS(=O)(=O)Cc2ccc(C(=O)NC3CCCCCC3)o2)cc1 | i | i
COc1cc2c(cc1OC)C(COc1cc(C)cc(C)c1)N(C(C)=O)CC2 (stereo unspecified) | i | i
O=[N+]([O-])c1cnc(N2CCCCC2)c([N+](=O)[O-])c1 | i | i
Nc1c(NCc2ccccc2)c2ccccc2oc1=O | i | i
CC(=O)c1cc(C#N)c(Oc2ccc(F)cc2)nc1C | i | i
Cc1cc(S(=O)(=O)NCCc2ccccc2)c(C)s1 | i | i
O=c1cccccc1NCc1ccccc1 | i | i
CCc1cccc(NC(=O)Cn2cccc2)c1 | i | i
Nn1c(=O)c2ccccc2n2c(SCc3ccc(C(F)(F)F)cc3)nnc12 | i | i
COc1cc(C(=O)NCCOc2cccc3cccnc23)cc(OC)c1OC | i | i
O=C(/C=C/c1ccc(S(=O)(=O)NCc2ccco2)cc1)NCc1ccccc1Cl | i | i
COc1cc(C)c(S(=O)(=O)N2CCN=C2c2ccccc2)cc1C | i | i
Cc1cc(NS(=O)(=O)Cc2ccccc2)no1 | i | i
CCOC(=O)CN(C(=O)CSc1nnc(CNc2ccc(C)cc2C)o1)c1ccccc1 | i | i
CCOc1cc(/C=C2\SC(=Nc3ccc(F)cc3)N(c3ccc(F)cc3)C2=O)ccc1OCC(=O)O | i | i
O=C1CSC(c2cccc(O)c2)N1Cc1ccccc1 (stereo unspecified) | i | i
Cc1ccc(Cc2nnc(SCC(=O)Nc3c(C)cccc3C)[nH]c2=O)cc1 | i | i
COc1cccc(C(=O)Nc2ccccc2N2CCOCC2)c1 | i | i
CC(=O)Nc1ccc(S(=O)(=O)NC2=C(N3CCN(Cc4ccccc4)CC3)C(=O)c3ccccc3C2=O)cc1 | i | -6.2*
COc1ccc(NC(C)=O)cc1NC(=O)C1CCN(C(=O)Nc2ccccc2)CC1 | i | i
Cc1cc(C(C)(C)C)n2nc(C)c(-c3ccccc3)c2n1 | i | i
CN(CCCC(=O)NCc1ccccc1)S(=O)(=O)c1ccc([N+](=O)[O-])cc1 | i | i
CN(C)C(=O)CSc1nnc([C@H](Cc2ccccc2)NC(=O)OC(C)(C)C)o1 | i | i
Cc1cccc(N2CCN(C(=O)c3ccccn3)CC2C)c1 (stereo unspecified) | i | i
CC(C)(C)c1cc(N)n2nc(C(C)(C)C)cc2n1 | i | i
CCc1nn2c(=O)cc(COc3ccc(/C=C4\C(=N)N5N=C(CC(C)C)SC5=NC4=O)cc3)nc2s1 | i | i
COc1ccc(-c2[nH]ncc2/C=C(\C#N)C(=O)NC2CC2)cc1 | i | i
CN(C)C(=O)c1ccc(-n2cnc3ccccc3c2=O)cc1 | i | i
O=C(Nc1ccccc1C(=O)O)c1cc(S(=O)(=O)Nc2ccccc2)ccc1Cl | i | i
CC(C)COc1ccc(/C(=N/O)c2ccccc2)cc1 | i | i
COc1cc(/C=N/Nc2nc(N3CCCCC3)nc(N3CCCCC3)n2)ccc1OC(=O)c1ccco1 | i | i
COC(=O)Nc1ccc(OC)c(OC)c1 | i | i
O=C(CSCc1cccc(F)c1)NCc1ccccc1 | i | i
Cc1ccc(S(=O)(=O)NCC2CCC(C(=O)NCc3cccnc3)CC2)cc1 (stereo unspecified) | i | i
CC(=O)c1ccc(NC(=O)Oc2ccccc2)cc1 | i | i
CCCc1ccc(-c2cc(C(=O)N/N=C/c3ccc([N+](=O)[O-])o3)c3ccccc3n2)cc1 | i | i
Cc1ccc(S(=O)(=O)NNC(=O)c2cnn(-c3ccccc3)c2C(F)(F)F)cc1 | i | i
Cc1ccc(/C=C/S(=O)(=O)NCc2ccc(F)cc2)cc1 | i | i
O=C1N=c2ccccc2=C1c1sc(Nc2cccc(O)c2)nc1O | i | i
CC(C)Oc1ccc(C(=O)NC2CCSc3ccccc32)cc1 (stereo unspecified) | i | i
O=C(COC(=O)c1ccccc1)Nc1cccc(S(=O)(=O)N2CCOCC2)c1 | i | i
Cc1nc(-c2cccc(NS(C)(=O)=O)c2)cs1 | i | i
COc1ccc(OC)c(NC(=O)COc2coc(CN3CCCc4ccccc43)cc2=O)c1 | i | i
COc1cccc(NC(=O)C2CC(=O)n3cnnc3S2)c1 (stereo unspecified) | i | i
Cn1cc(Cl)c(C(=O)NC2CCCCCC2)n1 | i | i
COC(=O)c1ccc(COC(=O)c2ccc(CS(=O)(=O)c3ccc(C)cc3)cc2)cc1 | i | i
CN(C)/C=C1/OC(=O)C(C#N)=C1c1ccc(Cl)cc1 | i | i
